# a7 integrin act: activators of alpha7 integrin expression for muscular dystrophy | alpha7betagal myoblasts, beta-gal FDG fluorescence, 48 h | Potency, µM (highest dose often 38.3 µM), without a hit: at the highest dose activation, usual class: activators | 350,000 tested, 0.064% active;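 further: potency means the concentration at half of the fitted maximal effect; 100% = response of the positive control SU9516; nearly all actives have a fitted effect of over 60% in size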
#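 Alpha7betagal+/- myoblasts (passage 13) were plated 16-24 hr, then exposed to compounds (1:260 dilution of DMSO stock) for 48 hours at 37C. After MPER lysis, β-galactosidase reporter activity was read as FDG fluorescence (ex 480/em 540) after 30 minutes.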
# BRCA1 expr act: BRCA1 expression activation. 380,000 tested, 1.1% active. MCF7-BRCA1-FFLuc reporter, luminescence, 48 h; response scale: scaled: vehicle 0%, 10 µM genistein 100%. Potency, µM (highest dose often 46.1 µM), inactives show at the highest dose activation, usual class: activators; further: potency means the concentration at half of the fitted maximal effect; nearly all actives have a fitted effect of over 80% in size; some results filed as inactive show a strong effect at the top dose
#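 Luminescence from a BRCA1-driven firefly luciferase in MCF7 cells was the read-out, taken 15 min after substrate addition following 48 h compound exposure at 37 °C. Data were normalized to a 10 microM genistein control and DMSO vehicle.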
# TRPV1 ag: agonists of human vanilloid receptor 1 (TRPV1); Q8NER1; TRPV1-expressing cells, Fluo-8 calcium influx, agonist mode; activation, % at 8.33 µM; 320,000 tested, 0.19% active; AID 540275; in the data active means activation above about 80%; inconclusive means between about 30% and that limit; further: 0% is about no effect
#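 Cells expressing TRPV1 were dye-loaded with Fluo-8 and read kinetically: 10 s baseline, 3 min after compound (agonist portion), then 2 min after EC20 capsaicin (allosteric enhancer portion). Calcium-bound dye fluorescence at 480/520 nm.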
# CXXC DNA block: blocks binding of human MLL CXXC domain to DNA | Q03164 | MLL-CXXC / FITC-HOXA9 DNA fluorescence polarization | Potency, µM (series often up to 115 µM), without a hit: top-dose activity change, negative = inhibition, usual class: inhibitors | 290,000 tested, 0.037% active | AID 2662; active means well fitted inhibition curve with a large enough effect in the polarisation, with a control signal flat, not every such curve was filed as active; inconclusive means small, poorly fitted or top-dose-only effect, or effect the other way, or a change in a side signal; inactive means no such curve, though single readings can be large or run the other way; the % refers to the polarisation; further: potency means the concentration at half of the fitted maximal effect
# Target sequence (Q03164 whole entry, looked up, the tested form may be a part): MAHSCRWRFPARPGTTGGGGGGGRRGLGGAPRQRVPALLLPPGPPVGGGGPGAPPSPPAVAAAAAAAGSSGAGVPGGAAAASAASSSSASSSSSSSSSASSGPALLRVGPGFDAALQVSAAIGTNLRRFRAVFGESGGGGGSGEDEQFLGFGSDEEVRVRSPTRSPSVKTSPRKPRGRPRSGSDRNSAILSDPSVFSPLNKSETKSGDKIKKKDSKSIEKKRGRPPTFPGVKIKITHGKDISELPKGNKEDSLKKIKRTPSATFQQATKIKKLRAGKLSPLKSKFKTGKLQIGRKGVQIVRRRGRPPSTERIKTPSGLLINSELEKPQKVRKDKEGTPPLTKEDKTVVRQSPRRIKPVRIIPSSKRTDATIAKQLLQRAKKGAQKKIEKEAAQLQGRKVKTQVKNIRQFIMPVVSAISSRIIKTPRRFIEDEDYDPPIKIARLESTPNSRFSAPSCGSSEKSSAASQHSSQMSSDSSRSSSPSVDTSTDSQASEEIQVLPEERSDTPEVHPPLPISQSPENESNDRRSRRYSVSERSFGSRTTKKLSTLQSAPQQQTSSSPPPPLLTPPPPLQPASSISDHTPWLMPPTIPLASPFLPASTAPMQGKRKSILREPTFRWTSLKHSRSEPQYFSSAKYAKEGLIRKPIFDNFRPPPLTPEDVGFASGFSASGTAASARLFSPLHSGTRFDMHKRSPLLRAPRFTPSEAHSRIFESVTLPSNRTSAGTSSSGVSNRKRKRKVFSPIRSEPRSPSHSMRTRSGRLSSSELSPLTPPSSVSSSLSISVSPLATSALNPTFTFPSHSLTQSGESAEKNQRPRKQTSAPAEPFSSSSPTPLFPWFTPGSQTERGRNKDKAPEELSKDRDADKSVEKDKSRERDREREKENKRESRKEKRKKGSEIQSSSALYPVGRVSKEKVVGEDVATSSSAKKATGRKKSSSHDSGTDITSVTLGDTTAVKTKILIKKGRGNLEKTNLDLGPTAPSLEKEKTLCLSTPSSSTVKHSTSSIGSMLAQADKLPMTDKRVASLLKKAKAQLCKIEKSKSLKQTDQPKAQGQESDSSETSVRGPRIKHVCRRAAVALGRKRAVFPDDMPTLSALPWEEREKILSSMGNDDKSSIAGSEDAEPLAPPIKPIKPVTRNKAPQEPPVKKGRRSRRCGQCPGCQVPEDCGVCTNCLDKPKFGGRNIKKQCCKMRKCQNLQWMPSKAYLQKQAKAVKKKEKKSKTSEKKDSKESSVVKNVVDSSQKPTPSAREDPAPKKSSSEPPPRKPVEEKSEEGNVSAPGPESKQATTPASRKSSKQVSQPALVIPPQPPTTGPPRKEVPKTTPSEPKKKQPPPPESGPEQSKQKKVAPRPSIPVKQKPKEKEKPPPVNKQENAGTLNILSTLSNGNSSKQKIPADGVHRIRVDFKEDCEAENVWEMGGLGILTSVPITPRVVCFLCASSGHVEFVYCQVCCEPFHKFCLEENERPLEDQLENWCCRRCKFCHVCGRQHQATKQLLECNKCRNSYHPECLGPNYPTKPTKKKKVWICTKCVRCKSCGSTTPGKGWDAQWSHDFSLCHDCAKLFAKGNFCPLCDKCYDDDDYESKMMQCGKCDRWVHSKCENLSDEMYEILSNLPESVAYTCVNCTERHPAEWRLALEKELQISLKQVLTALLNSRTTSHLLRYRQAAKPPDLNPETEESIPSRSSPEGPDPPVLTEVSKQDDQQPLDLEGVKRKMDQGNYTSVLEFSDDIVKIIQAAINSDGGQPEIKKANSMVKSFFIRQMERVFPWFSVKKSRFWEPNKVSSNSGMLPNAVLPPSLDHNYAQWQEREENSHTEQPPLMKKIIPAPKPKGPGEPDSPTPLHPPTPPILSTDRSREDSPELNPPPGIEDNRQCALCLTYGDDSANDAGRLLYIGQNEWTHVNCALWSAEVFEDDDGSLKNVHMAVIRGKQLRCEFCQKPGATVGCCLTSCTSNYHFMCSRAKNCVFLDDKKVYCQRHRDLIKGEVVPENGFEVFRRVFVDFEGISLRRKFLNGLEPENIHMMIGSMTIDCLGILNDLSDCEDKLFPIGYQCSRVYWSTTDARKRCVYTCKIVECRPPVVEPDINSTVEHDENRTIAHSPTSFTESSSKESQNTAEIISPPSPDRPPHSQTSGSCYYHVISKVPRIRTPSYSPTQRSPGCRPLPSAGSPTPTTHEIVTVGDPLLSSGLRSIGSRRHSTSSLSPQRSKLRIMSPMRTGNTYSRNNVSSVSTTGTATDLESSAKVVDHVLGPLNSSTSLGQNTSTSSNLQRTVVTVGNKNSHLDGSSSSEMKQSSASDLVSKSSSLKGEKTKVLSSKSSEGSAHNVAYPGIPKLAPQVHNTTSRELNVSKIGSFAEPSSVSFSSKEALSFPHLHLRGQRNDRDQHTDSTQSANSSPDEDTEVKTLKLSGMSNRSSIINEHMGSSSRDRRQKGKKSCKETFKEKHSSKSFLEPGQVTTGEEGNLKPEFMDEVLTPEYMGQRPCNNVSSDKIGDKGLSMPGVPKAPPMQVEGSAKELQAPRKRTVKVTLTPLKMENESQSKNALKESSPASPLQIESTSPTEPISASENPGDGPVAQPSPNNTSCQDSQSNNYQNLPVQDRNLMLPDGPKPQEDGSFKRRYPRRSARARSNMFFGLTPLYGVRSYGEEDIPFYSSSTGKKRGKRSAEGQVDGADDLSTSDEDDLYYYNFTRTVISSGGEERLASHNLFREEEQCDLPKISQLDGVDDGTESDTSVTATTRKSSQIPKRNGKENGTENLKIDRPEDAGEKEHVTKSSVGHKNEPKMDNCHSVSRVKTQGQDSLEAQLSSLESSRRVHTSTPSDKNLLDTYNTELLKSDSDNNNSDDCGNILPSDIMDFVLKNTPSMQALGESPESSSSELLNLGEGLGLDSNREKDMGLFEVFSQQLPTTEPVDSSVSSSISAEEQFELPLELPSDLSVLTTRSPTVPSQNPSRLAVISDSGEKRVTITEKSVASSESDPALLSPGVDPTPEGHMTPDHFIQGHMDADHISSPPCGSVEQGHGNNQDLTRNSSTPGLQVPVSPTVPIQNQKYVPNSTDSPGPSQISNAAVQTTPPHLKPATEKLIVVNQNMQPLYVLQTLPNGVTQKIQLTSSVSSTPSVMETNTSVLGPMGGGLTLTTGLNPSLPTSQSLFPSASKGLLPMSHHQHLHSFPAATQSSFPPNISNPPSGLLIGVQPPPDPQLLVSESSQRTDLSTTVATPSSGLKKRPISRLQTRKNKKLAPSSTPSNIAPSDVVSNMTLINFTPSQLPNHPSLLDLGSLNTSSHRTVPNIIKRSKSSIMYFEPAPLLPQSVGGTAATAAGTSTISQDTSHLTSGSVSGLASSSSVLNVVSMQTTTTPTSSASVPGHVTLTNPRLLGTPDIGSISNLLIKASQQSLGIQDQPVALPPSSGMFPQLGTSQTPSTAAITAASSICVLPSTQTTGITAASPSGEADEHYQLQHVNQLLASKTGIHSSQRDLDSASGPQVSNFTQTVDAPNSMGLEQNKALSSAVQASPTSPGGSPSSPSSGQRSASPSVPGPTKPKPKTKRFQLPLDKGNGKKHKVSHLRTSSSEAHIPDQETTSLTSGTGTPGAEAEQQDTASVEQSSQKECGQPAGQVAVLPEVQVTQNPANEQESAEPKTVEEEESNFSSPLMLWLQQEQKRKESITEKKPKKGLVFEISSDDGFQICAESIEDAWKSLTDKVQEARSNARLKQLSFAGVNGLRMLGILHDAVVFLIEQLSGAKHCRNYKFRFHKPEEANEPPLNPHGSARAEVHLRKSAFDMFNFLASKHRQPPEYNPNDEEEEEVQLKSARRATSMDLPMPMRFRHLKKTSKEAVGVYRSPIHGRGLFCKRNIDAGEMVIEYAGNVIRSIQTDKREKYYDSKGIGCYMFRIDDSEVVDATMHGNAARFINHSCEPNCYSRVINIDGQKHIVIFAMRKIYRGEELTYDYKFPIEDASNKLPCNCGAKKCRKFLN
#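 Fluorescence polarization: 7 uM MLL-CXXC (stock) preincubated 5 min with compounds, then 50 nM fluorescein-HOX-A9 DNA (stock) added; 30 min ambient. Buffer 50 mM Tris-HCl pH 7.5, 50 mM NaCl, 1 mM DTT, 0.05% BSA.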
# ELG1 repair inh: ELG1-dependent DNA repair inhibition. Potency, µM (doses to about 46.1 µM), for the others: top-dose activity change, negative = inhibition, hits mostly inhibitors. 330,000 tested, 2.3% active. HEK293T ELG1-luciferase reporter, luminescence, 16 h; DNA damage induced by 5-fluorouridine. AID 504467; further: potency means the concentration at half of the fitted maximal effect; on the % scale 0 is the no-effect control and ±100 the full control effect; nearly all actives have a fitted effect of over 55% in size
#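 Reporter activity after DNA damage by 5-fluorouridine is monitored. Compound-treated cells incubate 16 hr at 37 °C, then ONE-Glo is added for 30 min before luminescence reading.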
# p53 reactivation: restores transcriptional activity of mutant p53; H1299 p53-A138V BP100-luciferase reporter, luminescence, 24 h; Potency, µM (series often up to 92.2 µM), without a hit: at the top dose activity change, positive = activation, usual class: activators; 320,000 tested, 0.063% active; further: potency means the concentration at half of the fitted maximal effect; % of control where 0% means no effect; nearly all actives have a fitted effect of over 45% in size
#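 H1299 (p53-null), stable ts p53-A138V + BP100-Luc; 1000 cells/well, Opti-MEM/10% FBS; cpd 4 pt, 1:5; 24 h, 37 deg C, 5% CO2; detection reagent 10 min RT; luminescence.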
# PTAP TSG101 blk: blocks PTAP/TSG101 interaction to inhibit HIV-1 budding; Q99816; Fluorescence polarization, FITC-PTAP peptide / Tsg101 binding; Potency, µM (titrated, usually from 115 µM), for the others: at the top dose activity change, negative = inhibition, actives largely listed as inhibitors; 340,000 tested, under 10 active; AID 493005; active means well fitted inhibition curve with a large enough effect in the main read-out, with a control signal flat, not every such curve was filed as active; inconclusive means small, poorly fitted or top-dose-only effect, or effect the other way, or a change in a side signal; inactive means no such curve, though single readings can be large or run the other way; further: potency means the concentration at half of the fitted maximal effect; % of control where 0% means no effect
#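 FP read-out: FITC-PTAP peptide, 50 nM final, binding Tsg101 binding domain, 10 uM final; 20 min, r.t.; 10 mM HEPES pH 7.5, 0.15 M NaCl, 0.01% Tween 20, 3 mM EDTA, 0.1 mM TCEP.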
# B2AR arrestin: agonists driving beta-arrestin recruitment to human beta2-adrenergic receptor | AID 492947 | 330,000 tested, 0.02% active | P07550 | Potency, µM (titrated, usually from 46.1 µM), for inactives: top-dose activation, usual class: activators | beta-arrestin recruitment to beta2AR, cell-based reporter;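 further: potency means the concentration at half of the fitted maximal effect; 0% = DMSO controls and full agonism = EC100 isoproterenol or metaproterenol; nearly all actives have a fitted effect of over 65% in size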
# A-T KAP1 phos: candidate therapy for ataxia-telangiectasia; […] A-T fibroblasts, KAP-1 phosphorylation AlphaLISA; neocarzinostatin DNA damage 30 min before lysis; Potency, µM (doses to about 57.5 µM), inactives show at the highest dose activation, actives largely listed as activators; 320,000 tested, 0.19% active; AID 485349; further: potency means the concentration at half of the fitted maximal effect; % of control where 0% means no effect; nearly all actives have a fitted effect of over 45% in size
#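 hTERT-immortalized A-T patient fibroblasts ([…]), 500 cells/well in OPTI-MEM, 1% FBS, got compounds for 60 min, then NCS for 30 min at 37C. Lysates were then assayed for phospho-KAP-1 by AlphaLISA (anti-pKAP1 donor, anti-KAP1 acceptor beads), 6 hr at 25C.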
# TCR act: activates T cell receptor signaling | primary human leukocytes, anti-CD3, IL-2 HTRF, 48 h | Potency, µM (titrated, usually from 9.22 µM), for the others: top-dose activation of IL-2 secretion, actives largely listed as activators | 330,000 tested, under 10 active; further: % of control where 0% means no effect
#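 Using a-CD3 beads without co-stimulation, primary human leukocytes were exposed to compounds for 48 hr. An HTRF IL-2 kit measured the cytokine, with europium-to-d2 energy transfer producing emission at 665nm upon 320nm excitation.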
# Numbers without * were called inactive; ? = inconclusive; / = no result given; [ ] = remark or other dose. Unless noted, the call rests on the fitted dose curve; in most records, active means well fitted curve in the direction sought with a large enough effect; inconclusive means small, poorly fitted or top-dose-only effect, or another doubt; inactive means no such curve, though single readings can be large; an effect the other way counts as inactive or inconclusive.
SMILES	a7 integrin act	BRCA1 expr act	TRPV1 ag	CXXC DNA block	ELG1 repair inh	p53 reactivation	PTAP TSG101 blk	B2AR arrestin	A-T KAP1 phos	TCR act
O=C(/C=C/c1ccc(O)c(O)c1)OC(Cc1ccc(O)c(O)c1)C(=O)O (stereo unspecified)	13%	-5%	-1	-11%	28%	/	-2%	0.4%	-11%	0%
Cc1ccc(CNC(=O)c2cnccn2)cc1	12%	-21%	-1	-3%	0%	-2%	0%	-1.3%	-3%	7%[46.1 µM]
N#C/C(=N/Nc1ccccc1F)C(=N)N1CCOCC1	20%	47%	14	-9%	?	15%	-6%	0.1%	-11%	-1%
O=C(Cc1ccc(Cl)c(Cl)c1)Nc1ccccc1N1CCOCC1	-9%	-22%	1	5%	?	-1%	-3%	0.0%	3%	14%
CN1CCN(C2=Cc3ccccc3Sc3cc(F)c(Cl)cc32)CC1	-61%[inhibitor]	-105%[inhibitor]	6	10%	-16%	1%	-6%	-0.5%	-4%	5%[46.1 µM]
Cc1cc(C)n(-c2ccc(S(=O)(=O)N3CCCC3)cc2[N+](=O)[O-])n1	?	-14%	1	-11%	-4%	7%	0%	-0.6%	8%	4%
CCOc1ccc(NC(=O)N(C2CCCCCC2)C2CCN(C(C)=O)CC2)cc1	16%	3%	6	-5%	9%	-2%	3%	-0.6%	-5%	-9%
CCCOc1ccc(-c2nc[nH]c2[N+](=O)[O-])cc1	-21%	-1%	-1	-1%	15%	-1%	0%	-0.7%	-8%	-5%
Cc1ccc(CNC(=O)c2cc3c(C)nc4ccccc4c3o2)cc1	-32%	-35%	20	-9%	15µM*	-11%	-1%	0.0%	14%	5%
NC(=O)C1CCN(C(=O)c2ccc(C(F)(F)F)cc2)CC1	-3%	11%	0	-1%	4%	-2%	-1%	0.0%	3%	-1%
O=C(NCCc1c[nH]c2ccccc12)C(F)(F)C(F)F	10%	42%	0	2%	-3%	-3%	-2%	0.0%	0%	2%
COc1cc(/C=N/NC(=O)c2cccnc2)ccc1OS(=O)(=O)c1ccc(C)cc1	-2%	-27%	6	-3%	?	9%	-4%	0.1%	-9%	2%[46.1 µM]
O=c1[nH]c2ccc(Cl)cc2c(-c2ccccc2)c1[N+](=O)[O-]	12%	-1%	1	2%	1%	13%	-1%	0.2%	2%	4%
O=C(/C=C/c1ccccc1)N1CCC[C@H]1CO	2%	27%	21	1%	8%	0%	0%	-0.9%	-6%	0%
COc1ccc2cc(S(=O)(=O)n3cnc(C)c3)ccc2c1	8%	-6%	-4	-5%	-5%	17%	0%	0.1%	-6%	1%
CCN(C(=O)CN1C(=O)COc2ccc(S(=O)(=O)N3CCOCC3)cc21)c1ccc(OC)cc1	-5%	6%	7	-2%	22%	-2%	-3%	-0.7%	4%	5%
CCOc1cccc2cc(-c3csc(NC(=O)CCC(=O)N4CCC(C)CC4)n3)c(=O)oc12	4%	12%	-2	4%	17%	5%	-2%	-0.2%	7%	-4%
Cc1csc(C(=O)O)c1NC(=O)c1ccc(F)cc1	-6%	-1%	2	22%	3%	-5%	-5%	-0.2%	7%	-1%
O=C(Cn1nnc(-c2ccccc2NC(=O)c2ccccc2F)n1)NC1CCCC1	30%	-31%	12	-12%	19%	0%	-6%	-0.2%	4%	-56%
Cc1ccc(C(=O)NCC(=O)OCC(=O)NC2CCCC(C)C2C)s1 (stereo unspecified)	-21%	1%	20	-10%	7%	-2%	2%	0.0%	4%	4%
Cc1cc(C(=O)OCC(=O)Nc2cccnc2Cl)c2ccccc2n1	0%	0%	11	-1%	7%	-1%	-5%	0.2%	-8%	6%
CC(=O)N1CCc2ccc(S(=O)(=O)N3CC(C)OC(C)C3)cc21 (stereo unspecified)	20%	9%	-15	-7%	7%	4%	-1%	-0.4%	8%	0%[46.1 µM]
COc1ccc(CCNc2ccc(N3C(=O)CC(C)C3=O)cc2[N+](=O)[O-])cc1 (stereo unspecified)	0%	-25%	6	1%	-29%	-3%	-6%	-0.5%	1%	5%
FC(F)Oc1ccc(NC(=S)Nn2cnnc2)cc1	-7%	0%	3	9%	2%	7%	-3%	-0.2%	-1%	6%

# Part of the list above in order of molar mass, ascending:
SMILES	a7 integrin act	BRCA1 expr act	TRPV1 ag	CXXC DNA block	ELG1 repair inh	p53 reactivation	PTAP TSG101 blk	B2AR arrestin	A-T KAP1 phos	TCR act
O=c1[nH]c2ccc(Cl)cc2c(-c2ccccc2)c1[N+](=O)[O-]	12%	-1%	1	2%	1%	13%	-1%	0.2%	2%	4%
COc1ccc2cc(S(=O)(=O)n3cnc(C)c3)ccc2c1	8%	-6%	-4	-5%	-5%	17%	0%	0.1%	-6%	1%
Cc1ccc(C(=O)NCC(=O)OCC(=O)NC2CCCC(C)C2C)s1 (stereo unspecified)	-21%	1%	20	-10%	7%	-2%	2%	0.0%	4%	4%
CCOc1cccc2cc(-c3csc(NC(=O)CCC(=O)N4CCC(C)CC4)n3)c(=O)oc12	4%	12%	-2	4%	17%	5%	-2%	-0.2%	7%	-4%
CCN(C(=O)CN1C(=O)COc2ccc(S(=O)(=O)N3CCOCC3)cc21)c1ccc(OC)cc1	-5%	6%	7	-2%	22%	-2%	-3%	-0.7%	4%	5%

# The results go on.
SMILES	a7 integrin act	BRCA1 expr act	TRPV1 ag	CXXC DNA block	ELG1 repair inh	p53 reactivation	PTAP TSG101 blk	B2AR arrestin	A-T KAP1 phos	TCR act
O=C(c1ccc(F)cc1)C1CCN(S(=O)(=O)c2ccccc2)CC1	5%	15%	29	-9%	3%	-2%	1%	-0.3%	0%	2%
C=CCN1c2ccccc2C(=O)CS1(=O)=O	7%	-1%	3	/	6%	9%	-6%	0.3%	-4%	6%
N#Cc1ccc(OCC(=O)NCC2COc3ccccc3O2)cc1 (stereo unspecified)	-12%	5%	13	/	6%	-7%	-4%	0.2%	5%	3%
CN1CCN(S(=O)(=O)c2ccc3c(c2)oc(=O)n3C)CC1	?	1%	5	19%	13%	-7%	1%	0.0%	4%	9%
O=C(CN1C(=O)CCC1=O)NC(=O)NC1CCCC1	-21%	0%	/	1%	19%	0%	-2%	-0.7%	8%	5%
CC(=O)Nc1ccc(NC(=O)COc2ncnc3ccccc23)cc1	0%	-1%	-1	4%	28%	-3%	-14%	0.0%	3%	4%
COc1ccccc1Oc1ccc(N/C=C/C(=O)c2ccc(C)o2)cc1	-11%	35%	26	?	-20%	-1%	6%	-0.8%	1%	0%
CCC(CO)Nc1ccc(-c2nn(C)c(=O)c3ccccc23)cc1[N+](=O)[O-] (stereo unspecified)	-10%	5%	7	1%	0%	2%	-4%	-0.1%	3%	7%
CSCC[C@H](NC(=O)OC(C)(C)C)C(=O)N/N=C/c1ccc2nccnc2c1	0%	-35%	1	3%	20%	-1%	0%	0.0%	-7%	11%
CCOC(=O)CN1CC23C=CC(O2)C(C(=O)Nc2ccc(OCC)cc2)C3C1=O (stereo unspecified)	-4%	0%	-1	0%	?	3%	0%	-0.3%	-6%	-2%
CSc1ncc(C(=O)Nc2ccc(C(C)=O)cc2)c(-c2ccccc2)n1	1%	31%	3	24%	?	-11%	-8%	-0.6%	12%	4%
CCO[C@@H]1OC(C(=O)N2CCN(C)CC2)=C[C@H](c2csc3ccccc23)[C@H]1CCCO	-5%	-6%	2	-26%	14%	0%	3%	-0.4%	1%	0%
Cc1cccc(NC(=O)CCNC(=O)c2ccco2)c1	36%	12%	9	-8%	10%	28%	-1%	-0.7%	11%	4%[46.1 µM]
COCCNC(=O)CN(Cc1cccs1)C(=O)CCC(=O)Nc1nccs1	9%	2%	10	-8%	?	-2%	2%	-0.8%	-1%	2%
O=S1(=O)C[C@@H](O)[C@@H](Nc2ccc(Cl)cc2)C1	-12%	-1%	-6	6%	-5%	-3%	-10%	-0.3%	1%	4%
CNC(=O)NC(=O)CSc1ncc(C(F)(F)F)cc1Cl	-10%	5%	-1	-7%	16%	5%	-2%	-0.1%	1%	/
COC(=O)c1ccccc1CSc1nsc(/C=C/N(C)C)c1C#N	16%	0%	1	-11%	8%	2%	-12%	-0.9%	-17%	-2%
O=C1c2ccc(-c3ccc(F)cc3OCc3ccccc3)cc2S(=O)(=O)c2cccc(C(=O)N3CCCC3)c21	-13%	-13%	-2	/	-27%	-7%	-2%	4.2%	-3%	-8%
